From PubChem
PI5P4Ka inh – inhibitors of human PI5P4K alpha; AID 652105; max response, %; 330,000 compounds, 1.2% hits; PI5P4Kalpha enzyme, ADP-Glo luminescence, 60 min; stronger effect = lower value; active = max response of -50% or lower; inconclusive = between -30% and -50%; inactive = -30% or higher; note: value at the top dose of about 77 µM; % is set by controls: 0 for no effect and ±100 for the full control effect
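Enzyme plus substrate dispensed, test compounds pinned in, then ATP (5 microM final) added. After 60 min at RT, ADP-Glo reagent 1 for 45 min and reagent 2 for 30 min preceded luminescence imaging.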
EPAC1 antagonist – blocks human EPAC1 exchange factor; EPAC1 GEF assay, Rap1b-BODIPY-GDP exchange fluorescence; 360,000 compounds, 0.14% hits; Potency, µM (highest dose often 115 µM), inactives show top-dose activity change, negative = inhibition, most hits filed as inhibitors;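 note: potency is the fitted concentration of half-maximal effect; plate controls were vehicle for no effect and positive control for full effect; nearly all actives have a fitted effect of over 50% in size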
Abeta rescue – compounds reversing amyloid beta toxicity in yeast; yeast expressing A-beta42, growth rescue, OD600, 48 h; response scale: 0% DMSO, 100% iron-clioquinol control; Potency, µM (series often up to 46.1 µM), inactives show top-dose growth rescue, actives largely listed as activators; 410,000 compounds, 0.063% hits; AID 1347071; note: potency is the fitted concentration of half-maximal effect; nearly all actives have a fitted effect of over 55% in size
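Yeast A-beta toxicity model in growth medium with pinned compounds, 48 h at 30 C; growth read as absorbance at 600 nm. Normalized to FeCl3/clioquinol equimolar mix (positive) and DMSO (negative).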
EPAC1 ag – activates human EPAC1 exchange factor; Potency, µM (titrated, usually from 154 µM), for inactives: at the highest dose activation, most hits filed as activators; 360,000 compounds, 0.073% hits; EPAC1 agonist qHTS, biochemical assay; response scale: 100% = response to 6.5 mM cAMP; note: potency is the fitted concentration of half-maximal effect; nearly all actives have a fitted effect of over 60% in size
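Normalized to 6.5 mM cAMP, activity reflects EPAC1-catalysed release of BODIPY-GDP from Rap1B, followed kinetically over 30 min at 480 nm excitation, 540 nm emission. Reaction contained 100 nM EPAC1, 250 nM Rap1B-BODIPY-GDP, 50 uM GDP.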
WRN inhibitor – WRN helicase (human) inhibition; AID 651768; 360,000 compounds, 0.46% hits; WRN helicase unwinding, fluorescent forked duplex, kinetic; Potency, µM (titrated, usually from 114 µM), for inactives: at the highest dose activity change, negative = inhibition, actives largely listed as inhibitors; Q14191; note: potency is the fitted concentration of half-maximal effect; % is set by controls: 0 for no effect and ±100 for the full control effect; nearly all actives have a fitted effect of over 55% in size
Target sequence (Q14191 whole entry, looked up): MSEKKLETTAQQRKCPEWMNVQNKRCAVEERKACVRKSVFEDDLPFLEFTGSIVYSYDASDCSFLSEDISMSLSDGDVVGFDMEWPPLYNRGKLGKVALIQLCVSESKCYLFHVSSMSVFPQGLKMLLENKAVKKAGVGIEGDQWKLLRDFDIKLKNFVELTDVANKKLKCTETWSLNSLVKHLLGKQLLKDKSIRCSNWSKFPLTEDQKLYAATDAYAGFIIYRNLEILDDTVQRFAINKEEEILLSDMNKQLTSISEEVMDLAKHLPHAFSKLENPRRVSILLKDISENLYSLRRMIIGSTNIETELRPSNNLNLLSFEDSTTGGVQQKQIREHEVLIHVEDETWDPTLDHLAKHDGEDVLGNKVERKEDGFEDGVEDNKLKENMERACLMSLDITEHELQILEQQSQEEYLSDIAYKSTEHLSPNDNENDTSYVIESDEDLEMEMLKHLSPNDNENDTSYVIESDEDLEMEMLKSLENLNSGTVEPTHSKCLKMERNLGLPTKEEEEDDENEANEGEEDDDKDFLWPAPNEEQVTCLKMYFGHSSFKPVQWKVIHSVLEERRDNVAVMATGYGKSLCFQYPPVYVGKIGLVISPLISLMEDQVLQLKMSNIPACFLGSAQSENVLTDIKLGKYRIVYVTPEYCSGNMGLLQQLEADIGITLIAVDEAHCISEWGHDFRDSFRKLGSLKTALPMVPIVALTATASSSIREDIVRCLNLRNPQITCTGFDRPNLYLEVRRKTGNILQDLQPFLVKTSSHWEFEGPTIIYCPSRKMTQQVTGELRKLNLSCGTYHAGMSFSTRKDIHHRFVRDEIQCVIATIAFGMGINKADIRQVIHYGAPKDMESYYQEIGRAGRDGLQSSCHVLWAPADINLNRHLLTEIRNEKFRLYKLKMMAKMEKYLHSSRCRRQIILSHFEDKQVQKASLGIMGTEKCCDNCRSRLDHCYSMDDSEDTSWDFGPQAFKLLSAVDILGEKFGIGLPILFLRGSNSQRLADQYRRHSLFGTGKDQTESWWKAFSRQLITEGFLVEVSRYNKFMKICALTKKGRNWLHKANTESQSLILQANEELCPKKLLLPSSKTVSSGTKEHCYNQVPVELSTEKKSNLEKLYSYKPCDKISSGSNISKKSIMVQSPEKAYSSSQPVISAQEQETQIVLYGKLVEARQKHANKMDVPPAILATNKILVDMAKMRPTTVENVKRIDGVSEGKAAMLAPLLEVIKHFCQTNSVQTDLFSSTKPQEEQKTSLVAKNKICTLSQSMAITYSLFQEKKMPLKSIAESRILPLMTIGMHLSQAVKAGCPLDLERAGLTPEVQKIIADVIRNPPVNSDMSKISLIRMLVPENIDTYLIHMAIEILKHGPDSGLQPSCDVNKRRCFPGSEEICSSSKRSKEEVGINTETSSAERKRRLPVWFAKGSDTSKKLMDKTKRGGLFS
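Fluorescence dequenching readout, ex 525 nm/em 598 nm, kinetic mode: forked duplex DNA (100 nM final) with adjacent fluorophore and quencher unwound by WRN (20 nM final) with 2 mM ATP. Compound preincubation 15 min, room temperature.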
FUS yeast rescue – suppressors of FUS proteinopathy in yeast; AID 1347120; Potency, µM (highest dose often 76.6 µM), without a hit: top-dose growth rescue (activation), hits mostly activators; 390,000 compounds, 0.24% hits; S. cerevisiae FUS-expressing, growth rescue, OD600, 24 h;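 note: potency is the fitted concentration of half-maximal effect; plate controls were DMSO vehicle for no effect and reference control for full effect; nearly all actives have a fitted effect of over 55% in size; some results filed as inactive show a strong effect at the top dose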
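FUS-expressing yeast, raffinose-pregrown, induced in 2% galactose minimal medium at OD 0.005; compounds in a dilution series, 24hr at 30C. Growth restoration read as absorbance at 600 nm. CP55940 positive control, DMSO negative.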
aSyn rescue – inhibitors of alpha-synuclein toxicity in yeast; AID 652106; Potency, µM (titrated, usually from 46.1 µM), without a hit: at the highest dose growth rescue (activation), hits mostly activators; 370,000 compounds, 0.14% hits; Yeast expressing alpha-synuclein, growth rescue, BacTiter-Glo, 24 h; note: potency is the fitted concentration of half-maximal effect; % of control where 0% means no effect; nearly all actives have a fitted effect of over 65% in size
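Screening used galactose-induced yeast with toxic alpha-synuclein levels, exposed to compound for 24 hr at 30 deg C. Cell growth, read with BacTiter-Glo luminescence, gave the measured signal.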
PLK1 PBD inh – inhibitors of human PLK1 polo-box domain binding; P53350; Plk1 PBD binding of FITC phosphopeptide, fluorescence polarization; Potency, µM, for inactives: max response, negative = inhibition, hits mostly inhibitors; 360,000 compounds, 2.8% hits; AID 720504; note: potency is the fitted concentration of half-maximal effect; series mostly up to about 57 µM; % is set by controls: 0 for no effect and ±100 for the full control effect; nearly all actives have a fitted effect of over 65% in size
IL2 activator – activators of IL-2. IL-2 activation reporter assay, cell-based qHTS; stimulated with anti-CD3/CD4/CD28 beads; in transgenic mouse T cells. activation, % (series mostly up to about 46 µM). 360,000 compounds, 0.065% hits; in the data active = activation above about 50%; inconclusive = mostly about 30% to 49%; note: 0% is about no effect
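Using fluorescent plate cytometry, EGFP and DsRed are detected in transgenic mouse T cells stimulated 18 h at 37 degrees C with antibody-coated beads after 60 min compound pretreatment.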
Active calls of the source: *; u = inconclusive; x = no result given; [ ] = remark or other dose. Unless noted, calls come from the whole dose curve; as a rule, active = well fitted curve in the direction sought with a large enough effect; inconclusive = small, poorly fitted or top-dose-only effect, or another doubt; inactive = no such curve, though single readings can be large; an effect the other way counts as inactive or inconclusive.

SMILES	PI5P4Ka inh	EPAC1 antagonist	Abeta rescue	EPAC1 ag	WRN inhibitor	FUS yeast rescue	aSyn rescue	PLK1 PBD inh	IL2 activator
COC(=O)C1=C(C)N(CCCC(=O)O)C(=O)NC1c1ccc(-c2ccccc2)cc1 (stereo not given)	-75*	-4%	0%	-10%	3%	1%	-6%	-19%	-2.5
O=C1CN(C(=O)COC(=O)CCCOc2ccccc2)c2ccccc2N1	1	-7%	-3%	16%	-1%	-29%	-1%	-4%	9.1
O=C(CCC1N=C2c3ccccc3N=C(SCc3ccc(Cl)cc3)N2C1=O)NCc1ccco1 (stereo not given)	x	-14%	21%	9%	-20%	u	6%	-7%	-1.3
CC(C)CNC(=S)NNC(=O)c1ccco1	0	8%	12%	1%	-5%	u	8%	0%	0.0
O=C(CSc1nccn(-c2ccc(F)c(Cl)c2)c1=O)NC1CCCC1	-8	6%	2%	9%	-5%	36%	-2%	u	-2.4
CCOc1ccc(NC(=O)NC2CC(=O)N(c3ccc(OC)cc3)C2)cc1 (stereo not given)	-1	2%	-10%	-4%	-1%	22%	-5%	-1%	0.4
COc1ccc(CC(=O)NNC(=O)COc2ccc(C)cc2)cc1S(=O)(=O)N1CCOCC1	0	3%	8%	-2%	-2%	3%	3%	4%	0.1
O=C(NC1CCC(O)CC1)c1ccc2c(c1)S(=O)(=O)N=C1CCCCCN12 (stereo not given)	-4	9%	13%	1%	0%	1%	4%	0%	-4.0
O=c1c2ccccc2ncn1CCc1ccncc1	13	-2%	-7%	1%	2%	x	-2%	-4%	-1.4
COc1ccccc1NC(=O)c1ccc(Br)o1	-8	14%	8%	-2%	-4%	-8%	-1%	-1%	-2.1
Clc1ccccc1-c1ncnc2ccc(Br)cc12	2	-1%	1%	-5%	7%	-2%	19%	-6%	-0.9
CCCCC(=O)NNC(=S)NCc1ccccc1	2	2%	-5%	-7%	7%	28%	-3%	-6%	0.3
CC(=O)Oc1ccc(-c2csc(Nc3ccc(Cl)cn3)n2)cc1	-1	5%	-36%[inhibitor]	10%	0%	-5%	-13%	-5%	-0.3
O=C(Nc1nc2n(n1)C(c1ccc(F)cc1)CC(c1ccccc1)N2)c1ccco1 (stereo not given)	-5	-5%	-2%	-1%	6%	31%	0%	3%	0.4
CCOC(=O)C1CCCCN1Cc1cn[nH]c1-c1ccc(F)cc1F (stereo not given)	-1	-3%	x	3%	1%	-14%	-7%	1%	1.9
CCOc1ccc(-c2ccc(SCc3ccccn3)nn2)cc1	7	-3%	-11%	-4%	-7%	-4%	2%	4%	-0.4
Cc1ccccc1N(CC(=O)NCC1CCCO1)C(=O)CNS(=O)(=O)c1ccc(F)cc1 (stereo not given)	-4	-12%	-21%	-4%	3%	8%	-4%	-10%	-0.4
Cc1ccc[n+](-c2nc([O-])sc2C=O)c1	u	36%[activator]	-11%	u	-17%[11.6 µM]	-17%	3%	13µM*	4.4
C=CCN(CC=C)C(=S)Nc1ccccc1	x	-6%	7%	2%	0%	8%	-4%	-15%	-0.6
Cc1nn(-c2ccccn2)c2c1-c1nc(N3CCOCC3)ncc1CC2	0	-7%	-2%	1%	-3%	-8%	-4%	-11%	-0.2
COc1cc(C2CC(=O)Oc3cc(C)c(Br)c(C)c32)cc(OC)c1OC (stereo not given)	-5	3%	5%	-5%	-4%	44%	18%	-5%	-0.6
CC1(C)Oc2ccc(C(=O)N3CCCC3)cc2N(CC(=O)NCc2ccccc2)C1=O	0	-12%	17%	-7%	-3%	18%	-1%	-4%	-1.1
CC1C(=O)C(C)C(c2ccc3c(c2)OCO3)NC1c1ccc2c(c1)OCO2 (stereo not given)	x	4%	17%	9%	-3%	7%	7%	1%	-2.1
Brc1ccc(OCc2nc3ccccc3[nH]2)cc1	-1	-2%	-14%	-11%	6%	-27%	-16%	-4%	-0.6
Cn1c(N)c(C(=O)COC(=O)c2ccc([N+](=O)[O-])o2)c(=O)n(C)c1=O	2	5%	-19%	2%	-2%	26%	2%	-5%	-0.5

Sorted by number of heavy atoms (lowest first): 3 of the compounds above
SMILES	PI5P4Ka inh	EPAC1 antagonist	Abeta rescue	EPAC1 ag	WRN inhibitor	FUS yeast rescue	aSyn rescue	PLK1 PBD inh	IL2 activator
CCOc1ccc(-c2ccc(SCc3ccccn3)nn2)cc1	7	-3%	-11%	-4%	-7%	-4%	2%	4%	-0.4
O=C(CSc1nccn(-c2ccc(F)c(Cl)c2)c1=O)NC1CCCC1	-8	6%	2%	9%	-5%	36%	-2%	u	-2.4
Cc1ccccc1N(CC(=O)NCC1CCCO1)C(=O)CNS(=O)(=O)c1ccc(F)cc1 (stereo not given)	-4	-12%	-21%	-4%	3%	8%	-4%	-10%	-0.4

Next section.
SMILES	PI5P4Ka inh	EPAC1 antagonist	Abeta rescue	EPAC1 ag	WRN inhibitor	FUS yeast rescue	aSyn rescue	PLK1 PBD inh	IL2 activator
O=C(COc1ccccc1)Nc1nonc1NC(=O)COc1ccccc1	-10	2%	-3%	-3%	2%	8%	1%	-6%	-1.4
COc1ccc(NC(=O)c2cc(-c3cc(C)cc(C)c3O)n[nH]2)cc1Cl	-20	-11%	-9%	-1%	-19%	41%	x	1%	-0.8
CCCC(=O)Nc1cc(=O)[nH]c2ncnn12	x	0%	-17%	3%	7%	17%	-16%	-9%	2.1
CCC(NC(=O)CCc1c(C)c2cc3c(C)c(C)oc3cc2oc1=O)C(=O)N[C@@H](Cc1ccccc1)C(=O)O (stereo not given in full)	-3	-17%	-8%	-11%	-25%	28µM*	5%	-9%	0.4
NC(=O)c1ccccc1NC(=O)N1CCOCC1	3	-18%	-1%	-1%	1%	-19%	-7%	-11%	-0.7
CC(C)c1ccc(NC(=O)N2CCCC2C(=O)Nc2ccc(-n3cnnn3)cc2)cc1 (stereo not given)	1	-30%	-9%	0%	-10%	u	0%	-7%	0.1
COc1ccc(C(=O)Nc2ccc(/C(C)=N/NC(=O)c3ccccc3O)cc2)cc1OC	0	-19%	-21%	1%	-22%	x	-13%	-7%	0.5
COC(=O)C1=CN(Cc2cccs2)C=C(C(=O)OC)C1c1cccc(Cl)c1	0	u	12%	11%	-1%	25%	7%	-11%	-3.1
CCOC(=O)C1CCCN(C(=O)Cc2ccc(OC)c(OC)c2)C1 (stereo not given)	-2	3%	-5%	2%	0%	3%	-3%	-12%	0.2
COc1cc(C(CC(=O)N2CCN(c3ccccc3)CC2)c2c(OC)cc(OC)c3ccc(=O)oc23)cc(OC)c1OC (stereo not given)	6	-5%	-12%	-3%	1%	u	5%	-13%	-0.1
CN(Cc1cccs1)C(=O)c1cc(S(=O)(=O)N2CCOCC2)ccc1F	2	-25%	-16%	5%	-3%	-24%	-1%	0%	0.7
CCCNC(=O)C(=O)c1cccn1-c1ccsc1C(=O)OC	2	-3%	6%	-2%	19%	9%	0%	0%	-1.4
C#CCN(C[C@H]1[C@H](OC(=O)NCc2ccccc2F)[C@H](OC(=O)NCc2ccccc2F)C[C@H]2C(=O)N(c3ccccc3)C(=O)[C@@H]12)S(=O)(=O)c1ccc(C)cc1	-1	1%	-6%	8%	-3%	u	4%	-2%	2.3
COc1ccc(C(=O)COc2ccccc2C(N)=O)cc1	-6	-17%	11%	6%	-18%	11%	4%	-2%	-1.9
O=C(CSc1nc2c(c(=O)[nH]1)CCC2)Nc1ccc(F)cc1	2	2%	-1%	2%	-17%	-1%	1%	-13%	-1.2
COc1ccccc1/C=C/C=N/n1c(-c2ccccc2)n[nH]c1=S	0	-11%	8%	14%	-6%	1%	0%	u	-1.4
COc1cc(/C=C/C(=O)OC(C)C(=O)NC2CCCCC2C)cc(Cl)c1OC (stereo not given)	7	-5%	0%	7%	0%	20%	-6%	-6%	1.4
CCCCOc1ccccc1C1C(C(=O)OC)=C(C)N(C)C(C)=C1C(=O)OC	0	-15%	-10%	-4%	-10%	x	-6%	-1%	0.8
CCN(CC)CCCNC(=O)c1oc2ccc3c(c2c1C)C(O)CC(C)(C)O3 (stereo not given)	0	3%	-1%	9%	9%	-22%	-7%	3%	-1.8
O=C1C2C3CC(C(Br)C3Br)C2C(=O)N1CC1CCCO1 (stereo not given)	-6	3%	14%	13%	-30%	-19%	-7%	-4%	1.3
COc1cccc(C2CC(c3cccc(Br)c3)n3ncnc3N2)c1 (stereo not given)	-3	4%	37%	2%	-2%	7%	9%	-6%	-1.2
Nc1nc(N)nc(-c2cccc([N+](=O)[O-])c2)n1	6	-7%	-5%	-16%	10%[57.1 µM]	1%	-4%	-9%	-0.1
Cc1onc(-c2c(F)cccc2Cl)c1C(=O)Nc1cccc(Cn2cccn2)c1	x	0%	2%	17%	5%	u	3%	-7%	-1.1
Nc1nc2c(ncn2-c2ccccc2)c(=O)[nH]1	3	-2%	-10%	2%	-23%	x	-2%	-5%	-1.8
CCC(C)(C)NC(=O)C(c1ccccn1)N(C(=O)c1csnn1)c1ccccc1 (stereo not given)	-1	-5%	5%	1%	-4%	-8%	-5%	-8%	0.0
SMILES	PI5P4Ka inh	EPAC1 antagonist	Abeta rescue	EPAC1 ag	WRN inhibitor	FUS yeast rescue	aSyn rescue	PLK1 PBD inh	IL2 activator
COc1ccc(NC(=O)CCNC(=O)Cn2cnc3ccccc3c2=O)c(OC)c1	-1	8%	-11%	-7%	8%[57.1 µM]	7%	13%	-6%	-1.6
COc1cc(C(CC(=O)Nc2ccccn2)N2Cc3ccccc3C2=O)cc(OC)c1OC (stereo not given)	4	0%	1%	2%	-2%	-24%	2%	-3%	2.7
COc1ccc(/C=C/C(=O)c2c(O)ccc3c(C)cc(=O)oc23)cc1	-4	-18%	6%	-1%	-25%	-2%	1%	-26%	-0.5
CC(=O)NC(c1cccc([N+](=O)[O-])c1)c1ccc2cccnc2c1O (stereo not given)	-1	-7%	u	17%	12%	26%	-3%	-12%	0.1
COc1ccc(NC(=O)/C(Cl)=C(/Cl)S(=O)Cc2ccc(Cl)cc2)cn1 (stereo not given)	-3	-26%	-93%[inhibitor]	-1%	22µM*	-13%	-58%[inhibitor]	1.3µM*	-5.2
COC(=O)c1ccc(COc2ccc(-c3nn[nH]n3)cc2)cc1	-21	-4%	2%	-3%	-11%	5%	-3%	-4%	0.3
